# PHOSPHO1 block = PHOSPHO1 (human) inhibition. recombinant PHOSPHO1, absorbance phosphatase assay. inhibition, % at 13.3 µM. 1.1% of 290,000 active. AID 1565; in the data active = inhibition above about 60%
# Target sequence (Q8TCT1 whole entry, looked up): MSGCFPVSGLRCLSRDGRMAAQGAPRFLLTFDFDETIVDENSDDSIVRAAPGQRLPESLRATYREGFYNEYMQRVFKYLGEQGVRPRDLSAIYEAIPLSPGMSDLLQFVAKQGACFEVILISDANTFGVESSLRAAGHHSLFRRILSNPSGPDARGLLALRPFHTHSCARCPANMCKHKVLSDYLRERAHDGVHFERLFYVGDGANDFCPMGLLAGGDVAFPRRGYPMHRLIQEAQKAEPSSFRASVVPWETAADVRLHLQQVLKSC
# GPR7 antag = blocks human GPR7 receptor signaling; GPR7-expressing cells, fluorescence antagonist assay; 1.1% of 290,000 active; inhibition, % at 4.4 µM; P48145; in the data active = inhibition above about 16%, passing the limit was not always enough;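 note: cells stimulated with the agonist NPW; 0% = agonist with vehicle and 100% = vehicle without agonist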
# Target sequence (P48145 whole entry, looked up): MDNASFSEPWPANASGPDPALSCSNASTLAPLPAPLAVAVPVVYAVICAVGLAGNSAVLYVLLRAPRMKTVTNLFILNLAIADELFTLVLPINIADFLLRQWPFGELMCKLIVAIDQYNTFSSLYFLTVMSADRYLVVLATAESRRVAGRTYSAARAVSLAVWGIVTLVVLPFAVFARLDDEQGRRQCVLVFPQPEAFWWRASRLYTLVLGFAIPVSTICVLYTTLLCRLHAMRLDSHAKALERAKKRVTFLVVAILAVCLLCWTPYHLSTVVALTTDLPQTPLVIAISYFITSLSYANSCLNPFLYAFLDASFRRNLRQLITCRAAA
# DNA FID counter = counter-screen for HCV NS3 helicase inhibitors: DNA intercalator displacement. 0.17% of 290,000 active. DNA fluorescent intercalator displacement, fluorescence. inhibition, % at 7.9 µM. AID 1845; in the data active = inhibition above about 37%;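 note: 0% = vehicle and 100% = reference compound; higher means more ethidium bromide displaced from hairpin DNA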
# HCV NS3 hel inh = inhibitors of Hepatitis C virus NS3 helicase; 0.56% of 290,000 active; inhibition, % at 10.9 µM; NS3 helicase DNA unwinding, Cy5 molecular beacon fluorescence;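 active = inhibition above the mean of all tested compounds plus 3 SD, set per campaign, cut at about 35% in these data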;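 note: 0% = DMSO wells and 100% = thioflavine S control wells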
#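 System: NS3 helicase fragment of HCV / Schedule: 1 h at 25 °C / Control set: DMSO alone as 0% and 110 µM thioflavine S as 100% / Reagent: Cy5/quencher beacon DNA duplex and ATP to start / Technique: Cy5 fluorescence / Replication: singlicate / Evaluation: % inhibition of end-to-start signal ratio versus controls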
# VIM-2 inhibitor = inhibitors of Pseudomonas aeruginosa VIM-2 metallo-beta-lactamase. purified VIM-2, nitrocefin hydrolysis, epi-absorbance fluorescence. inhibition, % at 5.6 µM. 0.89% of 290,000 active. AID 1527;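 active = inhibition above the mean of all tested compounds plus 3 SD, cutoff set per screening run, cut at about 7.5% in these data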;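 note: red hydrolysis product quenches plate fluorescence so inhibitors raise well fluorescence; 0% = enzyme with DMSO and 100% = DMSO without enzyme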
# GalR3 antagonist = human GalR3 antagonism; AID 651719; HEK293 GalR3-CNG cAMP membrane potential fluorescence; galR3 body fused to GalR1 C-terminus; 0.44% of 360,000 active; inhibition, % at 3 µM; O60755;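 active = inhibition above the screen-wide average plus 3 SD, cut at about 13% in these data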;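 note: forskolin and galanin both at EC90 stimulate the cells; cAMP rise reported by CNG channel membrane potential dye signal; 0% = forskolin plus galanin with DMSO and 100% = forskolin alone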
# Target sequence (O60755 1-299 limits assumed): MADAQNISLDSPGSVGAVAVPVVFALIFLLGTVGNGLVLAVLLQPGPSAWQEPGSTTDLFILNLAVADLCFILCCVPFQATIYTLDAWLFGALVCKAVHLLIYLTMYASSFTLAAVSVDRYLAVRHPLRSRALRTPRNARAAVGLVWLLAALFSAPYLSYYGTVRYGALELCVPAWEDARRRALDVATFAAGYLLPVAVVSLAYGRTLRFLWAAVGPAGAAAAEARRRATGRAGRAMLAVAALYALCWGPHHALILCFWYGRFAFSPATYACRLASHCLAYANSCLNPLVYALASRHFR
# V1R ag counter = counter-screen for oxytocin receptor agonists: human V1a receptor agonists | P37288 | activation, % at 3 µM | CHO-V1R cells, Fluo-8 calcium fluorescence, agonist mode; 0% DMSO, 100% 3 nM vasopressin | 0.25% of 320,000 active | AID 2797;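 active = activation above the mean activation of all tested compounds plus 3 SD, per screening run, cut at about 20% in these data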;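 note: signal is peak over basal fluorescence ratio across a 100 second FLIPR read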
# IMP-1 inhibitor = blocks Pseudomonas aeruginosa IMP-1 metallo-beta-lactamase | purified IMP-1, nitrocefin hydrolysis, epi-absorbance fluorescence | inhibition, % at 5.6 µM | 0.45% of 290,000 active | AID 1556;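 active = inhibition above the mean plus 3 SD of all compounds in the same screening run, cut at about 4.5% in these data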;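 note: 0% = IMP-1 with DMSO and 100% = DMSO wells lacking enzyme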
#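 System: purified recombinant IMP-1 beta-lactamase. Medium: Zinc- and detergent-supplemented HEPES buffer, pH 7.1. Compound: one 5.6 µM dose […]. Schedule: 15 min preincubation plus 25 min reaction at 25 °C. Technique: Epi-absorbance fluorescence, 480 nm excitation, 530 nm emission.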
# OXTR agonist = agonists of human oxytocin receptor; CHO-OTR cells, Fluo-8 calcium fluorescence; normalized: DMSO 0%, oxytocin 100%; 0.32% of 320,000 active; P30559; AID 2435; activation, % at 3 µM;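 active = activation above the mean of all tested compounds plus 3 SD, cutoff set per screening run, cut at about 20% in these data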;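 note: peak over basal fluorescence ratio from a 100 s FLIPR kinetic read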
# The depositor's hits bear a star; . = no result given.
SMILES,PHOSPHO1 block,GPR7 antag,DNA FID counter,HCV NS3 hel inh,VIM-2 inhibitor,GalR3 antagonist,V1R ag counter,IMP-1 inhibitor,OXTR agonist
Cc1cccc(-c2nnc(SCC(=O)O)n2Cc2ccccc2)c1,.,-5,-13,-4,-0.2,-5,0.1,-2.4,0.1
COc1ccc(F)cc1CN1CCN(C(=O)CCC(=O)Nc2nnc(CC(C)C)s2)CC1,15,-4,-21,-14,-0.4,-1,8.0,-2.1,8.1
CCCN1CCC(NC(=O)CCc2nnc(Cc3cc(OC)ccc3OC)o2)CC1,41,-6,3,2,-2.4,-4,0.1,-3.4,-0.7
COc1cccc(CN(C(=O)CN2C(=O)c3ccccc3S2(=O)=O)C(C(=O)NCC2CCCO2)c2ccco2)c1 (stereo unspecified),27,0,-47,-4,-1.8,-9,-0.3,-0.6,1.5
CCN(CC)S(=O)(=O)c1cc(C(=O)Nc2ccccn2)ccc1C,-16,3,-19,-4,0.6,-6,-0.6,-2.7,-0.4
Cc1cccc(NC2SC(=O)N(CC(=O)O)C2=O)c1 (stereo unspecified),11,-17,1,0,-5.7,-4,1.5,-1.7,0.9
Cc1ccc2cccc(N)c2n1,30,-26,3,-5,-0.8,-3,1.0,-3.3,1.4
Cc1ccc(N(CC(=O)N2CCCCCC2)S(=O)(=O)c2ccccc2)cc1,6,4,-36,-1,-1.4,-11,5.5,-0.8,-1.0
CCC(=C/c1sc2ccc3ccccc3c2[n+]1C)/C=C1\Sc2ccc3ccccc3c2N1C,30,16,-41,-32,18*,-2,3.3,17*,-1.4
COc1ccc(Nc2nc(N(C)c3ccccc3)nc(N)c2[N+](=O)[O-])cc1,47,15,-7,-12,0.7,-11,-0.5,-1.8,-1.4
O=C(CN1C(=O)S/C(=C\C=C\c2ccccc2)C1=O)NC1CCS(=O)(=O)C1 (stereo unspecified),43,-3,-22,-3,0.6,-7,3.8,-1.5,2.1
CC1=C(C(=O)OCC(C)C)C(c2ccsc2)C2=C(CCCC2=O)N1 (stereo unspecified),-10,-9,-18,4,-1.7,-4,-1.1,-2.9,-2.1
CN(C)CC(C)(C)CNC(=O)c1cc(=O)c2ccccc2o1,14,-9,1,0,-2.0,-2,1.0,-7.9,0.7
COC(=O)[C@H](CCSC)NC(=O)Nc1ccc(C)cc1,15,-12,-4,5,-0.9,-2,0.2,-1.8,-0.3
O=S1(=O)CCOCCCN1Cc1ccc(Cl)cc1,-7,4,-5,13,1.6,-5,-0.4,-4.2,0.5
O=C(CNC(=O)c1cccs1)NCC(=O)OCc1ccc(F)cc1,10,-1,-2,-8,-2.9,-4,0.2,-1.7,0.2
CC(C)(C#N)NC(=O)C1CCCN1S(=O)(=O)c1ccc2ccccc2c1 (stereo unspecified),30,-4,-10,2,-1.6,-3,2.0,-2.0,1.9
COc1ccc(-c2cc(=O)c3ccccc3n2C)cc1,-10,-2,-4,5,-0.2,-3,-0.5,2.0,-1.5
CCN(C(=O)COC(=O)c1cnc(C)cn1)C1CCCCC1,6,2,-8,-3,-2.9,-3,0.0,-3.5,0.3
CCOC(=O)c1sc(NC(=O)/C=C/c2ccc(F)cc2)nc1C,-7,5,-1,-5,-5.1,-2,-0.6,-4.1,-0.2
N#Cc1ccccc1Sc1ccccc1C(=O)Nc1ccccc1,16,-7,-4,2,-1.5,-1,-1.2,-2.9,-1.9
COc1ccc(C(=O)OCC(=O)c2ccccc2)cc1S(=O)(=O)N1CCOCC1,5,-2,-15,-3,0.4,-5,-0.6,2.3,2.3
O=C(N/N=C/c1ccco1)c1cc([N+](=O)[O-])cc([N+](=O)[O-])c1,10,-13,0,3,-1.7,-2,0.3,-2.0,0.1
O=C(O)CC12CC3CC(C1)CC(n1ncc(NCc4ccccc4)c(Cl)c1=O)(C3)C2,4,-1,-48,-2,-0.5,-1,-0.2,-0.7,0.9
COc1ccc(C)cc1NC(=O)Cn1cnc2sc(C)c(S(=O)(=O)N3CCOCC3)c2c1=O,9,15,3,6,2.9,-5,-0.1,1.5,-2.2
CCC(CC)c1nnc(NC(=O)CCN2C(=O)c3ccccc3C2=O)s1,18,-10,-16,1,-0.7,-4,3.1,-1.5,4.6
CCC(C)NC(=O)C1CCC(CNS(=O)(=O)c2cccc3nsnc23)CC1 (stereo unspecified),23,-7,-20,13,2.2,.,0.7,0.5,-0.5
Cc1ccc(-c2cc3ccccc3nc2N2CCCC2)cc1,10,-22,1,-1,-0.3,0,-0.2,-1.4,-2.6
CCOCCCNC(=O)Cc1ccc(-n2c(CC)nc3cccnc32)cc1,5,0,-24,-4,-5.1,-11,.,-5.2,.
O=C(c1cc(-c2ccc(Cl)cc2Cl)on1)N1CCCC1,47,-1,-32,-2,-1.1,-1,0.8,-3.8,-1.9
NCCCC[C@H]1CNC(=O)C(=O)N1CC1CCCCC1,30,.,.,.,.,-3,0.8,.,0.7
COc1ccc(-c2cc(C(=O)Oc3ccc([N+](=O)[O-])cc3)c3ccccc3n2)cc1,-2,8,1,9,-0.8,1,1.8,-0.2,1.6
Cc1nn2c(=O)cc(CSc3ccccc3NC(=O)c3ccccc3)nc2s1,27,-8,-26,3,-1.3,-7,0.8,-4.0,0.5
CCOc1ccc2[nH]c3c(NCCOC)ncnc3c2c1,10,2,9,-2,-0.9,-10,-1.2,-2.6,-2.4
C=CCNC(=O)Nc1ccc(F)cc1F,18,9,-3,-1,-1.0,-2,0.5,-1.8,0.4
CC1(C)CC(=O)C2=C(C1)N(CCN1CCOCC1)C1=C(C(=O)CC(C)(C)C1)C2c1ccc(Cl)cc1,43,-10,-11,-4,-4.6,9,-0.5,-2.3,-0.4
CC1CCCC(NC(=O)c2n[nH]c(=O)c3ccccc23)C1C (stereo unspecified),50,3,3,-1,-1.1,1,-0.7,-2.2,-2.9
COC(=O)c1ccccc1S(=O)(=O)NNC(=O)Nc1ccccc1,20,-10,-6,7,-0.9,-9,0.7,-2.9,-0.6
CCc1ccc(NC(=O)CN2C(=O)C(=O)N(Cc3ccccc3)C2=O)cc1,23,-6,-1,-1,1.4,-3,0.2,0.5,-0.2
CC(C)N(C(=S)NC1CC2CCC1C2)c1ccccc1 (stereo unspecified),24,-11,3,-12,-1.8,-8,-0.4,-2.2,-0.5
COC(=O)Cc1csc(Nc2ccccc2Cl)n1,1,-1,-4,19,-3.5,2,0.4,-4.1,-2.9
CC(C)C(=O)OCC(=O)Nc1ccc(N=Nc2ccccc2)cc1,-18,-7,-3,-25,-2.2,-6,1.7,-2.3,1.0
Cn1c(SCC(=O)NC(C)(C)C)nnc1-c1cccc(NC(=O)c2ccccc2F)c1,52,-12,-20,-2,-4.4,-5,0.9,-0.2,0.1
CN(CCOc1ccc(-c2ccn(S(=O)(=O)c3cccc4ccccc34)n2)cc1)c1ccccn1,6,1,4,-3,-3.2,-2,-0.2,-2.7,0.7
CCOC(=O)C1=NN(c2ccccc2)C(=O)C1,54,4,-10,30,0.1,-4,3.0,0.1,1.4

# Record cards (already shown). Values in the order: PHOSPHO1 block, GPR7 antag, DNA FID counter, HCV NS3 hel inh, VIM-2 inhibitor, GalR3 antagonist, V1R ag counter, IMP-1 inhibitor, OXTR agonist
# Cn1c(SCC(=O)NC(C)(C)C)nnc1-c1cccc(NC(=O)c2ccccc2F)c1 is listed as 52, -12, -20, -2, -4.4, -5, 0.9, -0.2, 0.1
# COC(=O)c1ccccc1S(=O)(=O)NNC(=O)Nc1ccccc1 is listed as 20, -10, -6, 7, -0.9, -9, 0.7, -2.9, -0.6
# COC(=O)Cc1csc(Nc2ccccc2Cl)n1 is listed as 1, -1, -4, 19, -3.5, 2, 0.4, -4.1, -2.9

# Other results.
SMILES,PHOSPHO1 block,GPR7 antag,DNA FID counter,HCV NS3 hel inh,VIM-2 inhibitor,GalR3 antagonist,V1R ag counter,IMP-1 inhibitor,OXTR agonist
Cc1ccc(NC(=O)CSc2nc(NS(=O)(=O)c3ccccc3)cc(=O)[nH]2)cc1,32,2,0,-2,-0.7,.,-0.4,-0.6,0.9
Clc1ccc(-c2nnn(Cc3nc4ccccc4s3)n2)cc1,5,-5,3,-4,-2.0,-6,6.0,-4.4,-1.0
Brc1ccc(OCc2cn3ccccc3n2)cc1,15,-6,2,-3,-1.4,-1,1.6,-2.2,-2.6
Nn1c(SCC(=O)NCc2ccccc2)nncc1=O,-1,-12,-1,0,-0.6,-1,-0.5,-0.8,-1.0
O=[N+]([O-])c1cc2c(cc1/C=N/NS(=O)(=O)c1ccc(Br)cc1)OCO2,29,-4,-1,20,-3.1,4,-0.4,-3.1,0.3
Cc1cccc(C)c1NC(=O)N1CCN(c2nc3ccccc3s2)CC1,-18,17,-18,-4,-2.1,39*,5.0,-1.9,4.7
COc1ccc(S(=O)(=O)Nc2ccccc2C(=O)NCc2cccnc2)cc1,26,3,-9,10,2.7,-7,2.0,-1.8,1.6
CCCCCCNC(=O)CCNS(=O)(=O)c1ccc(C)cc1,9,-9,-23,5,-3.6,3,0.0,-2.7,-2.0
CCOC(=O)C1CCCN(C(=O)c2cc(Cl)ccc2Cl)C1 (stereo unspecified),1,4,-4,3,-0.4,0,-0.3,1.1,-0.6
CN(C)c1ccc(C2NCC(CCl)O2)cc1 (stereo unspecified),18,1,0,-3,-1.8,-1,-0.1,-1.2,0.0
COc1cccc(NC(=O)CN2CCN(c3nc(-c4cccc(OC)c4)cs3)CC2)c1,15,-10,-15,-5,-3.0,-6,0.2,0.4,-0.5
Cc1cc(-c2n[nH]c(=S)n2/N=C/c2ccc(Cl)c([N+](=O)[O-])c2)n[nH]1,31,-4,1,12,-1.5,-1,-0.1,0.3,0.3
NC(=O)CC(NC(=O)c1ccccc1)c1ccc(NCc2ccc(F)c(F)c2)c([N+](=O)[O-])c1 (stereo unspecified),25,-3,-11,1,-2.4,-1,1.6,-1.8,2.0
CN(C)S(=O)(=O)Oc1cccc(C(=O)Nc2ccc(Cl)cc2)c1,50,20,-6,-8,-1.4,28*,7.9,-3.0,7.7
COc1ccc(C(=O)NNC(=O)c2ccccc2[N+](=O)[O-])cc1[N+](=O)[O-],24,-5,3,-9,-2.6,-2,0.8,0.7,0.7
CCOC(=O)Cc1c(C)nc2c(-c3ccccc3)c(-c3ccccc3)[nH]n2c1=O,37,-11,-9,1,-1.9,.,0.7,-3.1,1.4
CC(=O)N1CCN=C1SCc1ccccc1,-1,0,1,2,-4.2,-2,0.7,-4.1,0.3
CC(C)c1ccc(NC(=O)c2n[nH]c(=O)c3ccccc23)cc1,-15,-7,-1,-4,-5.0,-1,.,-1.1,.
CCOCCCNC(=O)CN1C(=O)C(CC)Oc2ccccc21 (stereo unspecified),32,-12,-4,4,-2.4,5,0.3,-1.6,0.1
COc1ccccc1NC(=O)C(=O)NCc1ccccc1Cl,-9,13,-14,-13,0.2,-2,-0.4,-0.6,-1.8
N#Cc1c(NC(=O)C2CC2)sc2c1CCCCC2,10,-13,-3,0,-1.0,-10,0.0,-3.4,-2.8
